S100A4 inh HTS – S100A4-myosin IIA interaction inhibition | P26447 | S100A4/TAMRA-MyoIIA peptide fluorescence polarization | AID 652163 | inhibition, % at 10.7 µM | actives 0.14% (n = 360,000);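 active = mean inhibition of at least 70% across replicates, with every replicate also reaching that level; inconclusive = mean inhibition reaches 70% but some replicates fall short; inactive = mean inhibition below 70%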
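Test system: S100A4 monomer protein. Medium: HEPES buffer with Ca2+, pH 7.2. Reagent: fluorescent myosin IIA peptide, 5 nM. Compound dosing: single-point compound testing. Timing: 5 min between mix addition and reading. Benchmarks: DMSO neutral and TFP positive wells.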
ERp5 block – inhibitors of human ERp5; Q15084; ERp5 insulin aggregation, absorbance 650 nm, 90 min; inhibition, % at 9.99 µM; actives 0.05% (n = 350,000); AID 651711;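 active = mean replicate inhibition above about 25%, with every replicate also reaching it, limit read from the data, passing the limit was not always enough; inconclusive = only one of those two criteria met; inactive = neither criterion met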
Target sequence (Q15084 whole entry, looked up): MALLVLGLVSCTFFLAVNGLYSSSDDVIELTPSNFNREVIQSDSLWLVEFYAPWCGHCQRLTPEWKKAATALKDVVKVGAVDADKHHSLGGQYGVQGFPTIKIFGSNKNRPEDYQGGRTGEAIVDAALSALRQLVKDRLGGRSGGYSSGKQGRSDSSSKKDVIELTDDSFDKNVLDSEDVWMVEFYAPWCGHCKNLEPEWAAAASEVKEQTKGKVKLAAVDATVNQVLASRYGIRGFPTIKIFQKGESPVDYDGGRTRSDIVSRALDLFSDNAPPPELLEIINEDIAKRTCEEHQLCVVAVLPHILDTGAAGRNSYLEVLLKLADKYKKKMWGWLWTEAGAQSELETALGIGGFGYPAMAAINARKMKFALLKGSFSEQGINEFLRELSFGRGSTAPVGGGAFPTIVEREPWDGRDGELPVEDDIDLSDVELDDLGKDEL
PglD DTNB – PglD (C. jejuni) enzyme inhibition. actives 0.098% (n = 360,000). inhibition, % at 12.5 µM. purified PglD enzyme, DTNB colorimetric CoA detection; in the data active = inhibition above about 16%, passing the limit was not always enough; inconclusive = no clear call, values can overlap the other calls; note: strong numbers were not always called active
C2C12 statin – suppression of simvastatin myotoxicity; C2C12 myotubes + simvastatin, ATP luminescence, 48 h; scaled: DMSO 0, geranylgeraniol control 100; rescue of ATP level, % at 7.49 µM; actives 0.78% (n = 330,000);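 active = mean ATP rescue above about 67%, or every replicate alone reaching that limit, limit read from the data, passing the limit was not always enough; inconclusive = no clear call, values can overlap the other calls; inactive = mean under the limit and some replicate under it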;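 note: myotubes were challenged with 10 µM simvastatin during compound exposure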
DENV2 CPE – DENV2-induced cell death inhibition. CPE inhibition, % at 9.99 µM. AID 651640. actives 1.7% (n = 350,000). DENV2-infected cells, cytopathic effect rescue, plate reader; in the data active = CPE inhibition above about 20%, passing the limit was not always enough; inconclusive = no clear call, values can overlap the other calls; tested in BHK-21 cells;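 note: 0% = median of neutral control wells and 100% = median of positive control wells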
E-selectin induc – E-selectin induction on HUVECs; P16581; HUVEC E-selectin immunofluorescence imaging; normalized: neutral wells 0, TNF-alpha wells 100; activation, % at 7.58 µM; actives 0.37% (n = 260,000); AID 686992;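 active = mean E-selectin-positive cell signal at least 10% of the positive control, reached in at least 60% of replicates, without over 20% cell loss; inconclusive = no rule given, readout overlaps actives, possibly toxicity-flagged; inactive = the rest, including those meeting only one limit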;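 note: in these data hits start at about 27%; measured in HUVEC primary endothelial cells; signal is the percent of cells scored E-selectin positive by PE staining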
Target sequence (P16581 whole entry, looked up): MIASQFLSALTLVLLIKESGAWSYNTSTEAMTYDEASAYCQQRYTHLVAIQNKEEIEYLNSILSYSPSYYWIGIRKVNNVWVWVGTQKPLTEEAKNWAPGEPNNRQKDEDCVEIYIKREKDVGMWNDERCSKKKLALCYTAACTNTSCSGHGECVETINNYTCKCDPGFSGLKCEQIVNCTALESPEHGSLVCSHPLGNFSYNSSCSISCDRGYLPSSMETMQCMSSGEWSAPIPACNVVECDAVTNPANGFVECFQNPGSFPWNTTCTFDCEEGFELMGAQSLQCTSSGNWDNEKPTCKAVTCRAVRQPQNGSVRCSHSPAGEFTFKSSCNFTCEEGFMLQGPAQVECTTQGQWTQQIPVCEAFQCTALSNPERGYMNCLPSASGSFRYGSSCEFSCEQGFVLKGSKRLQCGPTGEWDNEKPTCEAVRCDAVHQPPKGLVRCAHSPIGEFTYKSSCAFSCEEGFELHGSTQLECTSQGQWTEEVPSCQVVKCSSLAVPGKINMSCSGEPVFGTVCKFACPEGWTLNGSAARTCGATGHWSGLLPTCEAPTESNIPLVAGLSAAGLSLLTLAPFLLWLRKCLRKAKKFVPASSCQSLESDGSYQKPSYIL
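Test system: HUVEC | Signal: Immunofluorescence imaging | Read-out: Percent E-selectin-positive cells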
SIRT5 block – sirtuin-5 (human) deacylase inhibition. Purified SirT5, succinyl-peptide AMC, trypsin-coupled fluorescence. inhibition, % at 15 µM. actives 1.1% (n = 330,000). AID 652115; in the data active = inhibition above about 15%; inconclusive = no clear call, values can overlap the other calls
Starred values were filed as active, the others as inactive; ? = inconclusive; nt = not tested or not shown. This is a subset, so the mix of outcomes need not match the whole.

Compound	S100A4 inh HTS	ERp5 block	SIRT5 block	E-selectin induc	C2C12 statin	PglD DTNB	DENV2 CPE
O=C(Nc1cccc(S(=O)(=O)N2CCOCC2)c1)c1ccc(Cl)nc1	-4	nt	-1	2.3	-18	0	2
O=C(N[C@@H]1CC[C@H](CCNC(=O)C2CC2)O[C@H]1CO)c1ccccn1	4	2	-3	-0.2	-1	6	1
C[C@@H]1CN([C@@H](C)CO)C(=O)Cc2cc(NC(=O)CCCCCC(=O)Nc3ccccc3N)ccc2O[C@@H]1CN(C)CC1CCCCC1	4	2	3	0.4	?	-4	-3
O=C(O)c1cccc(S(=O)(=O)Nc2ccc3c(c2)CCC3)c1	1	-4	-1	0.4	-1	-4	-3
O=C(c1cccc(C(F)(F)F)c1)C1CCCN(Cc2cccc(OCCO)c2)C1 (configuration not stated)	-11	7	-2	0.6	nt	nt	-5
CCCCCC(=O)NNC(=O)c1c(O)c2ccccc2n(CC)c1=O	-2	-1	nt	nt	nt	nt	-1
COc1ccc(S(=O)(=O)Nc2cc3c4c(c2)CCN4C(=O)CC3)cc1	3	3	-1	nt	-10	-3	60*
O=c1oc(-c2cccs2)nc2ccc(Cl)cc12	1	-1	-7	0.6	2	nt	2
CC(C)NC(=O)c1cc(=O)n(C)c(=O)n1C	-1	-3	1	nt	nt	nt	nt
CC(NC(=O)C12CC3CC(CC(O)(C3)C1)C2)c1ccccc1 (configuration not stated)	0	-4	-5	0.4	-9	0	8
NC(=O)COC(=O)[C@@H]1CC(O)CN1S(=O)(=O)c1ccc2c(c1)OCCO2 (some centres not stated)	9	-1	nt	0.8	nt	nt	-1
CCc1ccc(/C=C2\SC(=S)N(CCC(=O)Nc3cc(C)on3)C2=O)cc1	1	-9	0	0.0	nt	nt	-4
CCOC(=O)[C@]12CCC=C1N(Cc1ccc(Cl)cc1Cl)C(=O)[C@H](CC(=O)N1CCC(c3ccccc3)CC1)C2	-1	4	nt	-0.4	nt	nt	3
CC(C)NC(=O)Nc1ccc2c(c1)C(=O)N([C@@H](C)CO)C[C@H](C)[C@H](CN(C)C(=O)c1ccncc1)OCCCC[C@@H](C)O2	1	2	nt	0.3	nt	1	-5
COc1cc2ccccc2cc1C(=O)N1CCCC(C(F)(F)F)C1 (configuration not stated)	0	-1	-6	0.6	16	-1	-4
O=C(CN1C(=O)NC2(CCCCCC2)C1=O)NC1CCCCCCC1	-6	8	-2	5.8	nt	nt	4
CC(C)=CCC/C(C)=C/CNC(=O)C[C@H]1C[C@H](C(=O)N2CCCCC2)[C@@]2(C)c3[nH]c4ccc(Cl)cc4c3CCN2C1=O	-4	13	-2	-1.6	-7	6	20
CCOC(=O)C1=C(O)/C(=C/c2ccc(OCC(=O)O)c(OCC)c2)SC1=Nc1ccc(C)cc1	4	1	8	nt	nt	nt	0
CC(NC(=O)CCNC(=O)c1ccco1)c1ccc(F)cc1 (configuration not stated)	-4	11	-5	0.9	4	1	6
COc1cccc(N(CC(=O)NC2CCCCC2)C(=O)CCC(=O)Nc2nc(C)cs2)c1	3	5	-1	nt	2	4	-7
CCCN1CCN(CC(=O)Nc2nnc(C)s2)CC1	3	1	2	nt	-3	-1	-1
O=C(C[C@H]1CC[C@H]2[C@@H](COC[C@H](O)CN2S(=O)(=O)c2ccccc2)O1)NCC1CCCCC1	-12	4	3	0.1	6	-1	-18
Cc1ccc(C(=O)N/C(=C\c2cn(C)c3ccccc23)C(=O)NCCCn2ccnc2)cc1	1	0	4	0.5	nt	nt	-6
CN1C(=O)c2cc(NS(=O)(=O)c3ccccc3Cl)ccc2OC[C@H]2O[C@H](CC(=O)O)CC[C@H]21	-5	0	-10	-0.1	12	-1	?
COc1ccc(CCNC(=O)C(=O)NCC2OCCN2S(=O)(=O)c2cc(F)ccc2F)cc1 (configuration not stated)	-17	4	-2	-0.1	3	-3	7
COc1ccc(NC(=O)CSc2nnc(NC(C)=O)s2)c([N+](=O)[O-])c1	4	2	-3	0.5	nt	nt	nt
CO[C@@H]1CN(C)C(=O)c2ccc(NS(=O)(=O)c3ccc(-c4ccccc4)cc3)cc2OC[C@H](C)NC[C@H]1C	13	0	nt	0.2	-7	0	0
O=C(C[C@H]1CC[C@@H](NC(=O)C2CC2)[C@H](CO)O1)NCc1ccncc1	9	1	1	-0.3	8	0	0
COc1cc(NC(=O)C(=O)NCCN2CCNCC2)c(OC)cc1Cl	-3	4	-1	-0.1	nt	nt	-4
O=C(Nc1ccc(Cl)cc1N1CCOCC1)C1CC1	10	2	0	-0.8	3	-2	3
CCCCC(=O)Nc1ccccc1N1CCN(c2ccccc2)CC1	0	-3	-1	nt	nt	nt	2
CCN(CC(=O)Nc1c(F)cccc1F)C(=O)c1ccc2c(c1)NC(=O)C(C)S2 (configuration not stated)	-2	2	27*	nt	-25	-1	-7
C[C@H](CO)N1C[C@H](C)[C@H](CN(C)C(=O)Nc2cccc(F)c2)OCc2cn(nn2)CCCC1=O	4	-2	2	0.0	-6	1	-1
O=C(NC12CC3CC(CC(C3)C1)C2)c1c(Cl)cccc1Cl	-2	5	-1	nt	3	-1	0
O=C(NCC(=O)N1CCN(c2ccccc2O)CC1)c1ccco1	-16	3	1	-0.3	0	-1	-4
CC1CCc2c(sc(NC(=O)CCC(=O)O)c2C(=O)NC2CC2)C1 (configuration not stated)	0	-25	5	-0.1	-2	4	-7
CO[C@H]1CN(C)C(=O)c2cc(NC(=O)Nc3cc(F)ccc3F)ccc2OC[C@H](C)N(C(=O)c2ccccn2)C[C@H]1C	-9	-4	-2	-0.1	10	-3	2
Cc1oc(S(=O)(=O)N(C)C)cc1C(=O)Nc1ccc(F)cc1	2	0	-1	0.7	-3	2	3
O=C(CNC(=O)c1ccccc1)Nc1ccsc1C(=O)O	1	-9	3	nt	11	0	0
COc1ccc2c(CC(=O)Nc3ccc(OC)c(S(=O)(=O)N4CCOCC4)c3)coc2c1	-6	-2	-1	-1.6	nt	5	7
CCOc1ccccc1NC(=O)Cc1c(F)cccc1Cl	1	8	-1	nt	nt	-1	11
O=C(OC1CCCCC1=O)c1cc(Cl)ccc1[N+](=O)[O-] (configuration not stated)	-2	3	-1	nt	nt	nt	-1
CCN(C(=O)COC(=O)C1CCN(S(=O)(=O)c2ccc(C)c(C)c2)CC1)C1CCCCC1	-3	3	0	nt	11	-6	-2
COc1cc(OC)cc(C(=O)NC(=S)Nc2nnn(C)n2)c1	2	-1	0	nt	nt	nt	-2
COc1ccc(Nc2c3ccccc3nc3ccccc23)cc1	2	-1	-1	0.6	-9	0	-28
COCC(=O)Nc1ccc2c(c1)C(=O)N(C)[C@H]1CC[C@@H](CC(=O)Nc3ccccc3)O[C@H]1CO2	17	-5	7	0.0	1	2	-2
COc1cccc(/C=N/c2nc3ccccc3[nH]2)c1O	-5	-1	1	0.0	18	0	-4
CC(C)c1ccc(OCC(=O)NNC(=S)NC(=O)c2cccs2)c(Br)c1	-3	3	-1	-0.7	-3	-3	-1
CC1(C)CC(NC(=O)Nc2ccc([N+](=O)[O-])cc2)CC(C)(C)N1	0	1	1	-3.3	-2	-1	5
CCCCNC(=O)c1onc(CSc2ccccc2)c1C(=O)NCCCC	-3	10	nt	-0.1	-4	-1	2

The list continues:
Compound	S100A4 inh HTS	ERp5 block	SIRT5 block	E-selectin induc	C2C12 statin	PglD DTNB	DENV2 CPE
Cc1ccc(S(=O)(=O)NCC(=O)OCCOc2ccccc2F)cc1	-7	3	-4	-1.0	-4	1	-6
CCOc1ccc(-n2c(O)cc(=O)[nH]c2=O)cc1	-36	7	-9	0.2	nt	nt	1
COc1ccc(-c2ccc([C@@H]3[C@@H](CO)N(C(=O)C4CCCC4)[C@H]3C#N)cc2)cc1	1	0	nt	-0.2	14	-1	-2
O=C(CN1CCN(c2ccc(F)cc2)CC1)N1N=CCC1c1ccccc1 (configuration not stated)	-10	-3	0	nt	-10	-1	0
C[C@H](CO)N1C[C@H](C)[C@H](CN(C)C)Oc2ccc(NC(=O)C3CCCCC3)cc2CC1=O	6	2	2	0.8	-10	8	8
COc1cccc(NC(=S)N(CCc2c(C)[nH]c3ccccc23)Cc2ccco2)c1	-6	-5	-2	0.3	1	2	7
CC(=O)N1CCN(C(=O)c2cccc(S(=O)(=O)N3CCN(c4ccccc4)CC3)c2)CC1	-5	4	-2	0.7	0	-4	-6
CCOC(=O)C1CN(S(=O)(=O)c2ccc(C)cc2)c2ccccc2O1 (configuration not stated)	1	0	-3	0.0	-2	4	-1
COC(=O)c1ccc(CN2CCC(Oc3ccc(C(=O)N4CCCCC4)cc3)CC2)cc1	-4	6	-1	0.1	6	-3	5
Cc1cc(=O)oc2cc(OCC(=O)OCC(=O)N(C)C3CCS(=O)(=O)C3)ccc12 (configuration not stated)	-2	-2	-7	nt	nt	nt	0
COc1ccc2nc(N3CCCC(C(=O)NCCc4ccc(OC)c(OC)c4)C3)sc2c1 (configuration not stated)	-4	1	-4	nt	17	6	7
CCC(C)[C@H](NC(=O)N1CCN(C)CC1)C(=O)OC (some centres not stated)	0	?	-13	-0.4	nt	-4	?
CC(=O)NC(C)(c1ccccc1)c1nc(/C=C/c2ccccc2)cs1 (configuration not stated)	-2	-7	-2	0.0	0	3	9
CS(=O)(=O)Nc1ccc([N+](=O)[O-])cc1Oc1ccccc1	2	-1	0	0.1	17	-1	-4
COC(=O)c1ccc(NC(=O)Nc2ccc(OC)cc2)cc1	-9	-2	0	nt	-7	3	-2
CCc1noc(C)c1C(=O)N(C)CC(=O)Nc1ccccc1Br	3	-2	-1	0.1	-16	-4	-11
CCc1cc2c(-c3ccccc3)cc(=O)oc2cc1OCC(=O)NCC1CCC(C(=O)O)CC1 (configuration not stated)	2	-1	nt	nt	9	-5	9
CCOC(=O)c1c(NC(=O)COC(=O)Cc2n[nH]c(=O)c3ccccc23)sc(C(=O)NC)c1C	1	5	1	1.6	-7	-1	1
Cc1c(NC(=O)c2ccc(Br)o2)cccc1C(=O)O	4	-3	2	nt	21	4	9
Cc1ccc(C)c(N2CCN(S(=O)(=O)c3cccc4cccnc34)CC2)c1	5	-3	1	0.3	nt	nt	-2
COc1ccc(S(=O)(=O)Nc2cc3c4c(c2)CCN4C(=O)CC3)cc1OC	3	1	-8	6.6	2	10	1
CC1(C)CC(=O)C2=C(C1)N(CCN1CCOCC1)C1=C(C(=O)CC(C)(C)C1)C2c1ccc(Cl)c([N+](=O)[O-])c1	-2	2	2	nt	nt	nt	8
C[C@H](CO)N1C[C@H](C)[C@H](CN(C)S(=O)(=O)c2ccc(F)cc2)Oc2ccc(NC(=O)Cc3cn(C)c4ccccc34)cc2C1=O	-5	-2	-2	0.5	nt	0	1
COc1ccc(S(=O)(=O)N(C)C[C@@H]2OCCCC[C@H](C)Oc3ccc(NC(=O)Nc4ccccc4)cc3C(=O)N([C@@H](C)CO)C[C@@H]2C)cc1	nt	nt	nt	-0.1	nt	2	0
O=C(CNCc1ccc(Cl)cc1)Nc1cccc(C(=O)O)c1	-4	0	-4	nt	nt	nt	nt

Record cards, from the list above:
`CC1(C)CC(=O)C2=C(C1)N(CCN1CCOCC1)C1=C(C(=O)CC(C)(C)C1)C2c1ccc(Cl)c([N+](=O)[O-])c1` is entered as S100A4 inh HTS: -2; ERp5 block: 2; SIRT5 block: 2; E-selectin induc: nt; C2C12 statin: nt; PglD DTNB: nt; DENV2 CPE: 8
`Cc1cc(=O)oc2cc(OCC(=O)OCC(=O)N(C)C3CCS(=O)(=O)C3)ccc12` (configuration not stated) is entered as S100A4 inh HTS: -2; ERp5 block: -2; SIRT5 block: -7; E-selectin induc: nt; C2C12 statin: nt; PglD DTNB: nt; DENV2 CPE: 0
